# High-throughput results as filed in PubChem.
# p53 PUMA act: mutant p53 pathway reactivation. AID 624151. SW480 PUMA-promoter luciferase. 28,000 compounds, 1.5% hits. activation, % at 9.98 µM; in the data active = activation above about 52%
# STK33 kin inh: blocks human STK33 kinase activity; 27,000 compounds, 0.44% hits; Q9BYT3; AID 2322; inhibition, % at 12.5 µM; ADP-Glo luminescence, MBP substrate; in the data active = inhibition above about 20%
# Target sequence (Q9BYT3 whole entry, looked up): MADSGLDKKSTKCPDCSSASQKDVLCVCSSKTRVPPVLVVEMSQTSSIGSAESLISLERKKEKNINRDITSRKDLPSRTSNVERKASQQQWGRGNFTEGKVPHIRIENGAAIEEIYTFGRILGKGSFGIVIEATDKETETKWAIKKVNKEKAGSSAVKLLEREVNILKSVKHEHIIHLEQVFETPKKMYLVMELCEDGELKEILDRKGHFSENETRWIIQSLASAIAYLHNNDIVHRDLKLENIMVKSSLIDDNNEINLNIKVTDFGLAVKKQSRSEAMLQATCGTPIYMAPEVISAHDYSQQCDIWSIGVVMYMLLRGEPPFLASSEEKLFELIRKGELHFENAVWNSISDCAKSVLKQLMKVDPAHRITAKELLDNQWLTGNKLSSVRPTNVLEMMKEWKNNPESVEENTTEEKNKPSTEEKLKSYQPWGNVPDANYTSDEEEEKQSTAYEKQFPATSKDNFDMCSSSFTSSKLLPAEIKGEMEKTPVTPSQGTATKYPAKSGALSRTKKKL
# Active calls of the source: *; · = no result given.
SMILES,p53 PUMA act,STK33 kin inh
Cc1ccc(S(=O)(=O)N(C)C[C@H]2OCCCC[C@@H](C)Oc3ccc(NC(=O)Nc4cccc5ccccc45)cc3C(=O)N([C@H](C)CO)C[C@@H]2C)cc1,·,6.7
C[C@H](CO)N1C[C@H](C)[C@@H](CN(C)C(=O)Nc2ccccc2)Oc2ncc(-c3ccc(C#N)cc3)cc2C1=O,4.0,·
C(=C\c1ccccc1)/CSc1nc2ccccc2[nH]1,·,1.0
Cn1c(SCc2ccc([N+](=O)[O-])cc2)nnc1-c1ccccn1,6.7,-4.6
C[C@H](CO)N1C[C@H](C)[C@H](CN(C)C(=O)Nc2ccc3c(c2)OCO3)Oc2ncc(-c3cccc(F)c3)cc2C1=O,·,0.8
CC(C)(C)OC(=O)Nc1ncnc2c1ncn2C1OC(CO)C2OC(C)(C)OC21 (centres undefined),-10.1,·
C[C@H]1CN([C@@H](C)CO)C(=O)Cc2cc(NC(=O)CCC(F)(F)F)ccc2O[C@@H]1CN(C)S(=O)(=O)c1ccc(F)cc1,·,0.2
O=C(CSc1ncnc2sc(-c3ccccc3)cc12)Nc1ccccc1Cl,-31.7,5.0
Nc1c(Cl)cc(NC(=O)CCCC(=O)O)cc1Cl,-0.9,9.7
C[C@@H]1CCCCO[C@@H](CN(C)Cc2ccccc2)[C@@H](C)CN([C@H](C)CO)C(=O)c2cc(NC(=O)CCC(F)(F)F)ccc2O1,2.5,5.2
C[C@@H]1CN([C@@H](C)CO)C(=O)CCCn2cc(nn2)CO[C@H]1CN(C)C(=O)C1CCCCC1,·,-0.7
CCOc1csc2nc(C)cc(C)c12,7.5,·
C[C@@H]1CN([C@@H](C)CO)C(=O)CCCn2cc(nn2)CO[C@@H]1CN(C)Cc1cccc(O)c1,·,-2.7
Cc1ccc(N(C(C)C(=O)Nc2ccccc2F)S(C)(=O)=O)cc1 (centres undefined),12.8,-0.9
C[C@@H]1CN([C@@H](C)CO)C(=O)c2cc(NS(C)(=O)=O)ccc2O[C@@H]1CN(C)Cc1ccncc1,·,7.3
O=S(=O)(NCc1ccccn1)c1ccc(Cl)c(Cl)c1Cl,8.8,1.0
C[C@@H]1CCCCO[C@@H](CN(C)S(=O)(=O)c2ccccc2)[C@@H](C)CN([C@H](C)CO)C(=O)c2cc(NC(=O)Nc3ccc4c(c3)OCO4)ccc2O1,·,1.8
O=c1[nH]nc(-c2ccccc2)c2ccccc12,·,4.9
COc1ccc(/C=C/C(=O)O[C@@H]2[C@@H](O)[C@@H](O)[C@H](O[C@@H]3C=C(CO)[C@H]4[C@H](O[C@@H]5O[C@H](CO)[C@@H](O)[C@H](O)[C@H]5O)OC=C[C@H]43)O[C@H]2C)cc1,-14.5,1.4
O=C(CSc1nc2ccccc2s1)Nc1ccccc1C(=O)c1ccccc1,-9.2,-0.8
COC(=O)c1cc(NC(=O)COc2ccc(C)cc2)cc(C(=O)OC)c1,15.3,1.8
COc1cccc(CNc2ccc3c(c2)ncn3C)c1OC,32.2,-0.1
C[C@H]1CN([C@@H](C)CO)C(=O)c2cc(NC(=O)c3ccncc3)ccc2O[C@H]1CN(C)S(=O)(=O)c1ccc(F)cc1,·,1.6
CC(C)NC(=O)Nc1ccc2c(c1)CC(=O)N([C@H](C)CO)C[C@@H](C)[C@@H](CN(C)C)O2,·,0.4
C=CCn1c(SCc2csc(C)n2)nc2sc3c(c2c1=O)CCCC3,0.9,-0.5

# Additional entries follow.
SMILES,p53 PUMA act,STK33 kin inh
C[C@@H]1CN([C@H](C)CO)C(=O)Cc2cc(NC(=O)Nc3ccccc3)ccc2O[C@@H]1CN(C)S(=O)(=O)c1ccc(Cl)cc1,·,-0.1
C[C@H]1CN([C@@H](C)CO)C(=O)c2cc(NS(=O)(=O)c3cn(C)cn3)ccc2O[C@@H]1CN(C)C(=O)Nc1ccc2c(c1)OCO2,0.5,1.7
COCC#Cc1ccc2c(c1)O[C@@H](CN(C)S(=O)(=O)c1ccc(C)cc1)[C@@H](C)CN([C@@H](C)CO)S2(=O)=O,7.8,·
COc1ccc(OC(C)C(=O)Nc2cccnc2)cc1 (centres undefined),-3.8,-1.7
C[C@H](CO)N1C[C@H](C)[C@H](CN(C)Cc2cccc(F)c2)Oc2cc(C#CC3CC3)ccc2S1(=O)=O,-7.9,·
Cc1ccc(C(=O)C2C(=O)C(=O)N(Cc3ccco3)C2c2ccc(F)cc2)o1 (centres undefined),6.5,-1.3
C[C@H]1CN([C@@H](C)CO)C(=O)c2cccc(NC(=O)Nc3ccc4c(c3)OCO4)c2O[C@@H]1CN(C)S(=O)(=O)c1ccc(F)cc1,-16.0,·
COc1cc(NC(=O)C2CCC(=O)N2S(=O)(=O)c2ccc(C)cc2)cc(OC)c1 (centres undefined),5.2,1.7
Cc1ccc(SCc2cc(=O)[nH]c(Nc3nc(C)c4ccccc4n3)n2)cc1,21.8,·
C[C@@H]1CN([C@H](C)CO)C(=O)CCCn2cc(nn2)CO[C@H]1CN(C)C(=O)OCc1ccccc1,-2.4,-1.4
C[C@H]1CN([C@@H](C)CO)C(=O)c2cccc(N(C)C)c2O[C@@H]1CN(C)Cc1ccc(-c2ccccc2)cc1,12.3,·
C[C@H](CO)N1C[C@H](C)[C@@H](CN(C)C)Oc2ccc(NC(=O)CCN3CCOCC3)cc2C1=O,1.4,-1.0
C[C@@H]1CN([C@@H](C)CO)C(=O)Cc2cc(NC(=O)Nc3ccc4c(c3)OCO4)ccc2O[C@@H]1CN(C)C(=O)Nc1ccc(C(F)(F)F)cc1,·,1.0
COC(=O)c1c(NC(=S)NCc2ccc(S(N)(=O)=O)cc2)sc2c1CCC(C)C2 (centres undefined),9.1,2.9
Oc1cc(O)cc(/C=C/c2ccc(O)c(O)c2)c1,·,73.9*
Cc1nc2n(CC(=O)c3cccs3)c3ccccc3n2n1,-16.4,2.8
O=C(NCCCN1CCOCC1)c1cc(-c2ccccc2)on1,2.2,-2.1
COC(=O)c1ccc(NC(=O)C(C)N(c2ccc(Cl)cc2)S(C)(=O)=O)cc1 (centres undefined),1.9,-1.6
Cc1ccc(OCC(=O)NC(=S)Nc2cccc(NC(=O)c3ccccc3Cl)c2)cc1,-8.6,1.0
O=C(COc1ccc(Br)cc1CO)Nc1ccccc1F,111.7*,-1.2
C[C@H]1CCCCO[C@@H](CN(C)C(=O)Cc2ccccc2)[C@@H](C)CN([C@@H](C)CO)C(=O)c2cc(NS(=O)(=O)c3ccccc3)ccc2O1,-8.6,·
C[C@@H]1CCCCO[C@@H](CN(C)C(=O)Nc2ccccc2)[C@@H](C)CN([C@H](C)CO)C(=O)c2cc(NC(=O)Nc3ccccc3)ccc2O1,7.4,-0.7
COc1ccc(C)cc1N(CC(=O)Nc1ccc(I)cc1)S(C)(=O)=O,1.6,-4.5
COc1ccc(-c2cc(C(F)(F)F)nc(SCC(=O)Nc3ccc(Cl)cc3Cl)n2)cc1,-27.1,-2.2
Oc1ccc([C@H]2Oc3c(c(O)cc4c3[C@@H]3c5c(O)cc(O)cc5O[C@@](c5ccc(O)cc5)(O4)[C@@H]3O)C[C@H]2O)cc1,4.6,-2.2

# Entries from the list above containing a CF3 group (4):
SMILES,p53 PUMA act,STK33 kin inh
C[C@H]1CN([C@@H](C)CO)C(=O)Cc2cc(NC(=O)CCC(F)(F)F)ccc2O[C@@H]1CN(C)S(=O)(=O)c1ccc(F)cc1,·,0.2
C[C@@H]1CCCCO[C@@H](CN(C)Cc2ccccc2)[C@@H](C)CN([C@H](C)CO)C(=O)c2cc(NC(=O)CCC(F)(F)F)ccc2O1,2.5,5.2
C[C@@H]1CN([C@@H](C)CO)C(=O)Cc2cc(NC(=O)Nc3ccc4c(c3)OCO4)ccc2O[C@@H]1CN(C)C(=O)Nc1ccc(C(F)(F)F)cc1,·,1.0
COc1ccc(-c2cc(C(F)(F)F)nc(SCC(=O)Nc3ccc(Cl)cc3Cl)n2)cc1,-27.1,-2.2

# Full records as entered above:
# COc1ccc(-c2cc(C(F)(F)F)nc(SCC(=O)Nc3ccc(Cl)cc3Cl)n2)cc1 as listed: p53 PUMA act: -27.1; STK33 kin inh: -2.2
# Cc1ccc(OCC(=O)NC(=S)Nc2cccc(NC(=O)c3ccccc3Cl)c2)cc1 as listed: p53 PUMA act: -8.6; STK33 kin inh: 1.0
# COc1cc(NC(=O)C2CCC(=O)N2S(=O)(=O)c2ccc(C)cc2)cc(OC)c1 (centres undefined) as listed: p53 PUMA act: 5.2; STK33 kin inh: 1.7

# New compounds follow:
SMILES,p53 PUMA act,STK33 kin inh
COc1cccc(S(=O)(=O)N(C)C[C@@H]2Oc3ncc(-c4cccc(C(F)(F)F)c4)cc3C(=O)N([C@H](C)CO)C[C@@H]2C)c1,·,1.3
Cc1noc(C)c1S(=O)(=O)N(C)C[C@@H]1Oc2ccc(NS(=O)(=O)c3ccc(F)cc3)cc2CC(=O)N([C@H](C)CO)C[C@H]1C,·,-1.7
C[C@H](CO)N1C[C@H](C)[C@H](CN(C)C(=O)Nc2ccccc2)OCCCC[C@H](C)Oc2ccc(NC(=O)Nc3ccccc3)cc2C1=O,3.8,·
Cc1noc(C)c1NC(=O)N(C)C[C@@H]1Oc2ccc(N(C)C)cc2CC(=O)N([C@H](C)CO)C[C@@H]1C,12.3,2.7
COC(=O)c1ccc(NC(=O)CCn2nc(-c3ccc(Cl)cc3)c3ccccc3c2=O)cc1,2.6,5.9
COc1ccc(OC)c(S(=O)(=O)N2CCC(C(=O)Nc3cc(Cl)ccc3Oc3ccccc3)CC2)c1,1.8,0.2
C[C@@H]1CCCCO[C@H](CN(C)C(=O)CCC(F)(F)F)[C@H](C)CN([C@H](C)CO)C(=O)c2cc(NS(=O)(=O)c3ccccc3)ccc2O1,-2.3,·
C[C@H]1C[C@H]2[C@@H]3CCC4=CC(=O)C=C[C@]4(C)[C@@]3(F)[C@@H](O)C[C@]2(C)[C@@]1(O)C(=O)CO,-17.2,2.1
CC(C)CC#Cc1ccc2c(c1)O[C@@H](CN(C)C(=O)NC1CCCC1)[C@H](C)CN([C@H](C)CO)S2(=O)=O,-22.5,·
C[C@@H]1CN([C@@H](C)CO)C(=O)CCCn2nncc2CO[C@H]1CN(C)CC1CC1,1.9,1.4
O=C(O)Cc1cccc(OCCCN(Cc2cccc(C(F)(F)F)c2Cl)CC(c2ccccc2)c2ccccc2)c1,-0.8,·
C[C@H](CO)N1C[C@H](C)[C@H](CN(C)Cc2cccc(C(=O)O)c2)OCc2ccccc2-c2c(n(C)c3ccccc23)C1=O,-1.2,·
CCOC(=O)c1cnc2ccc(F)cc2c1NCc1ccco1,40.1,8.0
Cc1ccnc(SCC(=O)Nc2ccc(Cl)cc2Cl)n1,52.2*,-4.5
C[C@@H]1CCCCO[C@@H](CN(C)Cc2ccncc2)[C@@H](C)CN([C@H](C)CO)C(=O)c2cc(NC(=O)CCC(F)(F)F)ccc2O1,·,2.7
COc1ccc(NC(=O)Nc2ccc3c(c2)C(=O)N([C@H](C)CO)C[C@@H](C)[C@@H](CN(C)C(=O)NC2CCCCC2)O3)cc1,·,-1.4
Cc1ccc(S(=O)(=O)Nc2ccc3c(c2)C(=O)N([C@H](C)CO)C[C@@H](C)[C@H](CN(C)S(=O)(=O)c2ccc(C)cc2)O3)cc1,·,-1.7
C[C@@H]1CCCCO[C@@H](CN(C)S(=O)(=O)c2cn(C)cn2)[C@H](C)CN([C@@H](C)CO)C(=O)c2cc(NS(=O)(=O)c3cn(C)cn3)ccc2O1,6.5,·
CCOc1ccc2nc(SCC(=O)Nc3ccc(Br)cc3F)sc2c1,7.6,0.0
C=C(C(=O)O)[C@@H]1CC[C@@]2(C)C=CC(=O)[C@@H](CCC3(O)C(=O)C=C[C@]4(C)CC[C@@H](C(=C)C(=O)O)C[C@@H]34)[C@@H]2C1 (some centres undefined),18.1,-1.5
COC(=O)[C@@]1(Cc2ccccc2CN=[N+]=[N-])N=C(c2ccc(OCCCO)cc2)O[C@H]1c1ccccc1N=[N+]=[N-],·,-3.9
O=C(CCCN1C(=O)c2ccccc2C1=O)Nc1ccc(Cl)cc1C(F)(F)F,6.6,-5.0
CCCn1c2ccccc2c2nnc(SCCC(=O)O)nc21,6.8,-1.1
COc1ccc(S(=O)(=O)N(C)C[C@H]2Oc3ccc(N(C)C)cc3CC(=O)N([C@H](C)CO)C[C@H]2C)cc1,·,-0.8
Nc1nnc(SCC(=O)Nc2ccc(Oc3ccccc3)cc2)s1,0.6,2.7

# Other entries.
SMILES,p53 PUMA act,STK33 kin inh
CC(C)NC(=O)Nc1ccc2c(c1)CC(=O)N([C@H](C)CO)C[C@@H](C)[C@H](CN(C)S(=O)(=O)c1ccccc1)O2,·,-6.2
C[C@H](CO)N1C[C@H](C)[C@H](CN(C)Cc2cccc(C(=O)O)c2)Oc2cc(C3=CCCC3)ccc2S1(=O)=O,3.2,·
C[C@@H]1CCCCO[C@@H](CN(C)C)[C@@H](C)CN([C@@H](C)CO)C(=O)c2cc(NS(=O)(=O)c3cccs3)ccc2O1,2.3,·
CNC[C@H]1Oc2c(NS(=O)(=O)c3ccc(Cl)cc3)cccc2C(=O)N([C@H](C)CO)C[C@H]1C,-9.5,·
COc1ccc(CN(C)C[C@H]2OCCCC[C@@H](C)Oc3ccc(NC(=O)Nc4ccc(C(F)(F)F)cc4)cc3C(=O)N([C@H](C)CO)C[C@@H]2C)cc1,·,-0.8
Cc1cc(C(F)(F)F)n2ncnc2n1,-0.3,·
Cc1ccc(Nc2nc(Oc3ccc(OCc4ccccc4)nn3)nc(N3CCOCC3)n2)cc1,20.3,-4.0
CC(C)COC(=O)N(C)C[C@@H]1OCc2cnnn2CCCC(=O)N([C@H](C)CO)C[C@@H]1C,·,-3.1
N#Cc1c(-c2ccccc2)cc2c(c1N)c(=O)oc1ccccc12,·,2.2
CC(C)(C)C(=O)CSc1nnc(-c2ccncc2)n1-c1ccc(Br)cc1,4.2,-3.1
Cc1cc(C)nc(NS(=O)(=O)c2ccc(NC(=S)NC(=O)C3CCCC3)cc2)n1,3.4,-1.5
COc1ccc(S(=O)(=O)N(C)CC(=O)NC2CC2)cc1C,-1.4,-0.9
CC1=C(C(=O)Nc2ccccc2)C(c2ccccc2OCc2ccccc2)n2nnnc2N1 (centres undefined),-4.9,-0.1
C[C@H]1CN([C@@H](C)CO)C(=O)c2cc(Br)cnc2O[C@@H]1CN(C)C(=O)c1ccccn1,9.7,·
C[C@@H]1CN([C@H](C)CO)C(=O)c2cc(C#CC3CC3)cnc2O[C@H]1CN(C)C(=O)Cc1ccccn1,1.6,·

# These rows are one share of the data (hit frequency here may not be typical).
